# High-throughput results deposited in PubChem BioAssay by Broad Institute.
# LGR2 antag – blocks bursicon-induced cAMP signaling via Drosophila LGR2; hit rate 0.35% among 380,000; HEK293 LGR2, CRE-luciferase, bursicon-stimulated, 4 h; inhibition, % at 9.99 µM; AID 720647;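 active = drop in luminescence signal, shown as inhibition above about 50% in the replicate tests, limit read from the data, passing the limit was not always enough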;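 note: agonist challenge used bursicon conditioned medium at about half maximal strength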
# PAX8 inh HTS – PAX8 transcriptional activity inhibition; RMG-I TPO-luciferase reporter, SteadyGlo, 24 h; inhibition, % at 12.6 µM; hit rate 1.2% among 360,000; AID 652154;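 active = mean replicate inhibition at least 60% with every replicate also reaching 60%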;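 note: luciferase light reporting Pax8 driven TPO promoter activity; plate controls were median of neutral control wells for no effect and mitoxantrone controls for full effect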
# FN deposition inh – fibronectin deposition inhibition. AH1F fibroblasts, Alexa488-fibronectin deposition fluorescence, overnight. inhibition, % at 12.6 µM. hit rate 0.086% among 350,000;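 active = mean inhibition across replicates of 30% or more, regardless of how many single replicates reach that level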;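 note: positive control wells lacked labelled fibronectin entirely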
#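 Schedule: 1 h cell adhesion before compound, then overnight fibronectin incubation; test system: AH1F fibroblast monolayer depositing Alexa488-labelled fibronectin into matrix; quantity: 10000 AH1F cells per well; probe or stimulus: fluorescent fibronectin at 24 nM final; signal: fluorescence, ex 485 nm, em 525 nm; evaluation: percent inhibition as loss of matrix-bound fibronectin fluorescence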
# EWS-Fli inh – blocks EWS/Fli oncoprotein-driven transcription; hit rate 0.67% among 350,000; A673 NR0B1-luciferase reporter, viability-normalised; inhibition, % at 12.6 µM;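 active = mean inhibition of at least 50% after viability correction, with every replicate also passing that limit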;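 note: firefly luciferase signal divided by Alamar Blue viability fluorescence both relative to DMSO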
# ERAP1 HTS inh – blocks human ERAP1 aminopeptidase activity; Q9NZ08; recombinant ERAP1, Leu-AMC fluorescence, 60 min; inhibition, % at 10.7 µM; hit rate 0.15% among 340,000; AID 652197;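 active = mean replicate inhibition of at least 30%, or all replicates individually reaching that 30% level; inactive = mean below 30% and not every replicate reaching it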;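 note: 0% = neutral control wells and 100% = L-leucinethiol positive control wells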
# Target sequence (Q9NZ08 whole entry, looked up): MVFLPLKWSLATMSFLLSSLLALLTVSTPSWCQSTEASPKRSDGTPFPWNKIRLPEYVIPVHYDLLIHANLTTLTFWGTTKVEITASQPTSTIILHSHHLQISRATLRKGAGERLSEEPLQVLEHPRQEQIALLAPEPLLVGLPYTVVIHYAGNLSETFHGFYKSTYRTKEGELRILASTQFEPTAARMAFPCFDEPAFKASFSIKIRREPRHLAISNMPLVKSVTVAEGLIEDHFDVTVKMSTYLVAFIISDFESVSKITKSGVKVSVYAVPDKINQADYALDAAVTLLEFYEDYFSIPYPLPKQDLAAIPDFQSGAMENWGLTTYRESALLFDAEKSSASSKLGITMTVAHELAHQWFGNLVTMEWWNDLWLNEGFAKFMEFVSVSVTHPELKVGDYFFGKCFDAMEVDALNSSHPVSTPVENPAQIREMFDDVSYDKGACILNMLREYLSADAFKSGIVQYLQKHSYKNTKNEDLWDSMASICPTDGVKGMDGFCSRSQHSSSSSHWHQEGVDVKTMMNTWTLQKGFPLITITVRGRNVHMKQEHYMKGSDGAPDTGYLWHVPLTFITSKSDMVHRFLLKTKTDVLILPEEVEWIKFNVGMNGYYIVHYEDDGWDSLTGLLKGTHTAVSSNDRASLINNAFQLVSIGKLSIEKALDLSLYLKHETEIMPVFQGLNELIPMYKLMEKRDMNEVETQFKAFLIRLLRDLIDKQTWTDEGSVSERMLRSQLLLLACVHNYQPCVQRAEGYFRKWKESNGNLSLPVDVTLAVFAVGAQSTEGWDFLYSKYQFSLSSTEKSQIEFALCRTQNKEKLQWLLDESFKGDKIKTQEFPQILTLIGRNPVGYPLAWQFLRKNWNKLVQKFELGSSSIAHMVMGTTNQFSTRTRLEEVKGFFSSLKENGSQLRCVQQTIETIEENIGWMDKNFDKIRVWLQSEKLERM
# PglD DTNB – inhibitors of Campylobacter jejuni PglD acetyltransferase; inhibition, % at 12.5 µM; hit rate 0.098% among 360,000; AID 602405; purified PglD enzyme, DTNB colorimetric CoA detection; in the data active = inhibition above about 16%, passing the limit was not always enough; note: strong numbers were not always called active
# PGC1a acetyl inh – PGC1a acetylation modulation, inhibitor mode. U2OS PGC1a acetylation, AlphaScreen anti-acetyl-lysine; with virally co-expressed GCN5 acetyltransferase. inhibition, % at 15.6 µM. hit rate 0.17% among 350,000. AID 651687;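 active = every replicate shows inhibition of at least 40%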;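 note: 0% = neutral control wells and 100% = positive control wells; some results beyond the cut were filed as inactive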
# S100A4 MyoIIA – S100A4-myosin IIA interaction inhibition; P26447; S100A4/TAMRA-MyoIIA peptide fluorescence polarization; inhibition, % at 10.7 µM; hit rate 0.14% among 360,000;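 active = mean inhibition of at least 70% across replicates, with every replicate also reaching that level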
# Target sequence (P26447 whole entry, looked up): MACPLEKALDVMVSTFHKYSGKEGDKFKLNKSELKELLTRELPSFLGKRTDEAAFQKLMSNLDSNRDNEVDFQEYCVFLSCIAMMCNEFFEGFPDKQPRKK
#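 System – human S100A4 monomer protein, biochemical binding assay · Buffer or medium – Calcium-containing HEPES buffer, pH 7.2 · Timing – 5 min between mix addition and reading · Also added – TAMRA-labelled myosin IIA heavy-chain peptide probe, 5 nM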
# * marks the source's active call; other numbers are inactive results; . = not tested or not shown; & = joins results of further samples.
# Screens by letter – A = LGR2 antag; B = PAX8 inh HTS; C = FN deposition inh; D = EWS-Fli inh; E = ERAP1 HTS inh; F = PglD DTNB; G = PGC1a acetyl inh; H = S100A4 MyoIIA
C[C@@H]1CN([C@H](C)CO)C(=O)Cc2cc(NC(=O)Nc3ccc(F)cc3)ccc2O[C@@H]1CN(C)CC1CC1
  A: -14	B: 3	C: .	D: -10	E: 1	F: 10	G: -7	H: 6
O=C(CCCOc1ccccc1)Nc1cccc(S(=O)(=O)N2CCOCC2)c1
  A: -11	B: 10	C: .	D: -4	E: -2	F: 21*	G: -1	H: -10
Cc1ccc(NC(=S)N2CCN(S(=O)(=O)c3ccccc3)CC2)cc1
  A: -7	B: 12	C: 10	D: .	E: 2	F: 4	G: .	H: -1
CC(OC(=O)/C=C/c1cccs1)C(=O)Nc1ccc(S(N)(=O)=O)cc1 (stereo not given)
  A: 23	B: 9	C: 2	D: 0	E: 4	F: .	G: 11	H: -6
CCCCN(C(=O)c1cc(S(=O)(=O)N2CCCCC2)ccc1Cl)c1c(N)n(CCC)c(=O)[nH]c1=O
  A: -15	B: 1	C: 0	D: 1	E: -1	F: 0	G: 7	H: 1
CSc1ccccc1NC(=O)CN(C)CC(=O)c1c(C)[nH]c2ccccc12
  A: -9	B: 15	C: 12	D: 10	E: 1	F: 5	G: 15	H: 0
COc1cc(OC)cc(-c2c(-c3cccs3)c3cc(-c4ccc(N(C)C)nc4)ccc3n2C)c1
  A: 5	B: 3	C: -4	D: -3	E: 8	F: -7	G: -4	H: 0
Cc1ccc(C(=O)NC2CCCCC2)cc1
  A: -48	B: .	C: .	D: -81	E: -7	F: 1	G: 12	H: 7
CC(Sc1nccn1C)C(=O)c1c(N)n(C)c(=O)n(C)c1=O (stereo not given)
  A: 1	B: 3	C: -9	D: 4	E: 3	F: -4	G: .	H: 2
Cc1cc(C)c(NC(=O)c2ccccc2CCc2ccccc2)c(C)c1
  A: 1	B: .	C: 9	D: .	E: .	F: 3	G: -40	H: .
O=C(COc1cccnc1[N+](=O)[O-])N1CCN(C(=O)c2ccco2)CC1
  A: -4	B: 21	C: .	D: -7	E: 2	F: .	G: -1	H: -5
CO[C@@H](CN(C)C(=O)Nc1ccc(Cl)cc1)[C@@H](C)CN(Cc1ccccc1Cl)[C@H](C)CO
  A: 11	B: .	C: -3	D: 10	E: -3	F: -1	G: -12	H: -19
O=C(Nc1ccc2[nH]ncc2c1)c1ccc(F)cc1
  A: 6	B: -149	C: 17	D: -47	E: -7	F: -3	G: 4	H: -1
CCSC(=O)N=Nc1ccc(O)cc1
  A: -1	B: 8	C: -9	D: -4	E: 0	F: .	G: .	H: -7
O=C(CNS(=O)(=O)c1ccc(Br)cc1)OCc1cc(=O)n2cc(Br)ccc2n1
  A: .	B: .	C: -4	D: 0	E: -1	F: .	G: .	H: -6
O=C(O)/C=C/C(=O)Nc1c(F)cccc1F
  A: 10	B: 6	C: -1	D: -11	E: 3	F: 3	G: 2	H: 2
CCC(=O)N1C[C@H](C)[C@H](OC)CN(C)C(=O)c2cc(NC(=O)CC(F)(F)F)ccc2OC[C@@H]1C
  A: 3	B: -27	C: 2	D: .	E: -8	F: .	G: 9	H: -6
CCCC(=O)Nc1ccc2c(c1)C(=O)N(C)C[C@@H](OC)[C@H](C)CN(C(=O)CN(C)C)[C@H](C)CO2
  A: -4	B: .	C: -2	D: -2	E: 2	F: -2	G: 4	H: -32
O=C(Cn1cc2c(n1)CCCCC2)NC1CCN(Cc2ccccc2)CC1
  A: 21	B: 16	C: 4	D: 4	E: -2	F: -1	G: .	H: -3
Cc1ccc(C)c(Cn2nnc3c(=O)[nH]c(C(=O)NCC4CCCO4)nc32)c1 (stereo not given)
  A: -3	B: .	C: -11	D: .	E: .	F: 2	G: 5	H: .
CCCN(CCC)CCNC(=O)C1CCN(S(=O)(=O)c2cccc3nsnc23)CC1
  A: 20	B: -3	C: -1	D: -3	E: -3	F: -2	G: 6	H: 8
CC(C)NC(=O)Nc1ccc2c(c1)C(=O)N([C@@H](C)CO)C[C@@H](C)[C@@H](CN(C)Cc1ccc3c(c1)OCO3)OCCCC[C@H](C)O2
  A: -7	B: 5	C: -6	D: 1	E: .	F: -5	G: 0	H: .
O=C(c1ccccc1[N+](=O)[O-])N1CC2C3C=CC(C3)C2C1 (stereo not given)
  A: -1	B: 16	C: 12	D: 4	E: 11	F: -4	G: 23	H: -6
CCS(=O)(=O)N1[C@@H](CO)[C@H](c2ccccc2)C12CN(C(=O)C1CCCC1)C2
  A: -20	B: .	C: -8	D: 7	E: -5	F: .	G: .	H: 0
CCOC(=O)c1ccccc1NC(=O)COC(=O)CCC(=O)c1ccccc1
  A: 11	B: 5	C: -8	D: -2	E: 0	F: -3	G: 7	H: -1
CCOc1ccc(NC(=O)CCC(=O)NNS(=O)(=O)c2ccccc2[N+](=O)[O-])cc1
  A: -2	B: -3	C: 2	D: -3	E: -5	F: .	G: 1	H: -5
COc1cccc(S(=O)(=O)N2[C@@H]3CNC[C@H]2C3c2ccc(-c3ccccc3C)cc2)c1 (stereo not given in full)
  A: -14&-8	B: -14&-5	C: -7&-5	D: 5&1	E: 3&2	F: .	G: 0&6	H: 22&3
COc1cccc(CN(C)Cc2nc(Cc3ccccc3Cl)no2)c1
  A: -25	B: 9	C: 10	D: 3	E: -1	F: .	G: .	H: -1
CCCCNC(=O)C1(C)CCCCN1C(=O)c1cc2ccccc2s1 (stereo not given)
  A: -6	B: 13	C: 4	D: -5	E: -1	F: 11	G: 5	H: 1
O=C(O)C1CSC2(c3ccc(F)cc3)CCC(=O)N12 (stereo not given)
  A: 14	B: 17	C: 13	D: -14	E: 3	F: 0	G: .	H: -3
COc1cccc(CN(C)CC(=O)NCc2ccc(F)cc2)c1OC
  A: -9	B: -51	C: 6	D: -8	E: -1	F: -9	G: 7	H: -2
CCN=C1NN=C(c2cc(C)n(CCc3ccccc3)c2C)CS1
  A: -6	B: -13	C: .	D: -51	E: -3	F: .	G: 2	H: -9
CCOCCCNC(=O)c1ccc(Cn2c(=O)[nH]c3ccsc3c2=O)cc1
  A: 4	B: -9	C: 7	D: 4	E: .	F: 2	G: 5	H: -1
Cc1cccc(NC(=O)c2ccc(S(=O)(=O)N(C)C)cc2)c1
  A: 43	B: -4	C: -7	D: -17	E: -2	F: .	G: 2	H: -2
Cc1cc(C2(c3ccc(O)c(C)c3)C(=O)N(C)c3ccc(Br)cc32)ccc1O
  A: 13	B: 5	C: -5	D: 7	E: -2	F: 2	G: -2	H: 1
CC(NC(=O)CCN1C(=O)c2ccccc2C1=O)c1ccc2c(c1)CCCC2 (stereo not given)
  A: 10	B: -6	C: -8	D: -2	E: -2	F: 5	G: 3	H: 8
CCN1[C@@H]2c3ccc(C4=CCCCC4)c(=O)n3C[C@H]1[C@H](CO)[C@H]2C(=O)NCc1ccccn1
  A: 21	B: -17	C: .	D: 12	E: 4	F: 3	G: 8	H: 3
COc1ccccc1/C=N/NC(=O)Cn1cnc([N+](=O)[O-])n1
  A: 4	B: 7	C: 8	D: 2	E: -2	F: .	G: .	H: -9
O=C(Nc1ccc(F)cc1F)NC1CCCCCCC1
  A: -43	B: -154	C: .	D: -58	E: 2	F: 1	G: 4	H: 1
Cc1ccc(S(=O)(=O)Nc2ccc3c(c2)C(=O)N([C@H](C)CO)C[C@H](C)[C@@H](CN(C)Cc2ccc(Oc4ccccc4)cc2)O3)cc1
  A: -1	B: -17	C: .	D: -2	E: .	F: .	G: -6	H: .
O=C(Cn1c(=O)oc2cc(S(=O)(=O)N3CCCC3)ccc21)N1CCN(c2ccccc2)CC1
  A: 1	B: 46	C: 0	D: -3	E: -1	F: -7	G: -2	H: -3
NC(=O)NC(=O)COC(=O)[C@H](Cc1ccccc1)NC(=O)c1cccs1
  A: -3	B: -11	C: -10	D: 2	E: -3	F: -4	G: 9	H: 8
Cc1noc(C)c1NC(=O)Nc1ccc2c(c1)C(=O)N([C@@H](C)CO)C[C@@H](C)[C@@H](CN(C)S(=O)(=O)c1ccc(F)cc1)OCCCC[C@H](C)O2
  A: -20	B: 3	C: .	D: 3	E: 2	F: -1	G: 7	H: -45
CCOC(=O)c1sc(N)c(C(=O)Nc2ccccc2OC)c1C
  A: -15	B: 7	C: 0	D: 34	E: -2	F: .	G: -8	H: 2
COc1ccc(CNC(=O)C[C@@H]2C[C@H]3c4cc(NS(=O)(=O)c5ccc(F)cc5)ccc4O[C@H]3[C@H](CO)O2)cc1
  A: -10	B: .	C: -2	D: 11	E: 4	F: 2	G: -22	H: 0
C=CCC[C@H](Cc1ccc(F)cc1)C(=O)OC[C@@H](Cc1c[nH]c2ccccc12)NC(=O)[C@@H](CC=C)CC(=O)N(CCO)Cc1ccccc1
  A: 28	B: 84*	C: -7	D: 8	E: .	F: -1	G: 11	H: -4
C[C@@H]1CN([C@@H](C)CO)C(=O)c2cccc(NC(=O)Nc3ccc(C(F)(F)F)cc3)c2O[C@@H]1CN(C)Cc1ccc(C(=O)Nc2ccccc2N)cc1
  A: -20	B: 31	C: .	D: -1	E: -2	F: .	G: -3	H: -5
Cc1ccc(CNC(=O)C2CSC3(C)CCC(=O)N23)cc1 (stereo not given)
  A: -2	B: -9	C: 5	D: -1	E: -5	F: -1	G: 7	H: -2
COc1ccc(Oc2nnnn2-c2ccccc2)cc1
  A: 2	B: .	C: -1	D: .	E: 0	F: 2	G: -5	H: -2
Cc1ccc2c(c1)S/C(=C/c1ccc[n+](CCO)c1)N2C
  A: -1	B: 34	C: 3	D: 18	E: 10	F: 1	G: -11	H: -6

# Of the compounds above, these have a COOH group.
# Screens by letter – A = LGR2 antag; B = PAX8 inh HTS; C = FN deposition inh; D = EWS-Fli inh; E = ERAP1 HTS inh; F = PglD DTNB; G = PGC1a acetyl inh; H = S100A4 MyoIIA
O=C(O)/C=C/C(=O)Nc1c(F)cccc1F
  A: 10	B: 6	C: -1	D: -11	E: 3	F: 3	G: 2	H: 2
O=C(O)C1CSC2(c3ccc(F)cc3)CCC(=O)N12 (stereo not given)
  A: 14	B: 17	C: 13	D: -14	E: 3	F: 0	G: .	H: -3

# Next section
# Screens by letter – A = LGR2 antag; B = PAX8 inh HTS; C = FN deposition inh; D = EWS-Fli inh; E = ERAP1 HTS inh; F = PglD DTNB; G = PGC1a acetyl inh; H = S100A4 MyoIIA
CO[C@H]1CN(C)C(=O)c2cc(NC(=O)C3CC3)ccc2OC[C@H](C)N(C(=O)c2cccnc2)C[C@H]1C
  A: 3	B: .	C: -3	D: -9	E: -1	F: 4	G: -4	H: -3
CC(C)CCn1nc(C(=O)Nc2nc3c(s2)CCCC3)c2ccccc2c1=O
  A: 5	B: 1	C: 11	D: -7	E: 5	F: .	G: .	H: 0
Cc1ccc(N=Nc2c(N)nn(-c3ccccc3)c2N)cc1
  A: -54	B: -125	C: -2	D: -4	E: 2	F: .	G: .	H: 4
Clc1ccc(/C=C\c2nccc3c2[nH]c2ccccc23)cc1
  A: 23	B: 7	C: .	D: -10	E: 0	F: .	G: .	H: 0

# Reprinted at random: 2 compounds from above, in no set order.
# Screens by letter – A = LGR2 antag; B = PAX8 inh HTS; C = FN deposition inh; D = EWS-Fli inh; E = ERAP1 HTS inh; F = PglD DTNB; G = PGC1a acetyl inh; H = S100A4 MyoIIA
Cc1ccc(N=Nc2c(N)nn(-c3ccccc3)c2N)cc1
  A: -54	B: -125	C: -2	D: -4	E: 2	F: .	G: .	H: 4
CO[C@H]1CN(C)C(=O)c2cc(NC(=O)C3CC3)ccc2OC[C@H](C)N(C(=O)c2cccnc2)C[C@H]1C
  A: 3	B: .	C: -3	D: -9	E: -1	F: 4	G: -4	H: -3
